# Pf growth 48h – Primary qHTS for delayed death inhibitors of the malarial parasite plastid, 48 hour incubation | P. falciparum luciferase growth in erythrocytes, 48 h | Potency, µM (titrated, usually from 28.7 µM), for the others: at the top dose activity change, negative = inhibition, actives largely listed as inhibitors | 310,000 compounds, 5.9% hits | AID 504832, 2011; also: potency is read from the fitted curve at half-maximal effect; % is scaled to controls: 0 for no effect and ±100 for the full control effect
#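 Compounds are pin-transferred into medium, infected erythrocytes (2% hematocrit, 0.1% parasitemia final) are added, and plates sit one parasite generation at 37 C in 5% CO2. Detection reagent is then added and luminescence measured.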
# Giardia FBPA inh – qHTS Assay for Inhibitors of Fructose-1,6-bisphosphate Aldolase from Giardia Lamblia; A8B2U2; purified Giardia FBPA; AID 2451, 2010; Potency, µM (doses to about 59.6 µM), for the others: top-dose activity, negative = inhibition, most hits filed as inhibitors; 290,000 compounds, 0.71% hits; also: potency is read from the fitted curve at half-maximal effect; % is scaled to controls: 0 for no effect and ±100 for the full control effect; nearly all actives have a fitted effect of over 55% in size
# Target sequence (A8B2U2 whole entry, looked up): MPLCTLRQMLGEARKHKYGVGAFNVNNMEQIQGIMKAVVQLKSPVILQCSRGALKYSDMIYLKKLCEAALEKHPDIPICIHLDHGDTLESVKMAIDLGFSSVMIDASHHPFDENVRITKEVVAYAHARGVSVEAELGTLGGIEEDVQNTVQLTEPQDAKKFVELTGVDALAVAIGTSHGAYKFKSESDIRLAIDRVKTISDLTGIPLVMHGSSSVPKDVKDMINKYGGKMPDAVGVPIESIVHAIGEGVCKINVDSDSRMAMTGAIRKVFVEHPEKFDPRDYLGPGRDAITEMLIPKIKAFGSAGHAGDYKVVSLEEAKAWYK
#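 40 nM FBPA preincubated 10 min at RT with compound (up to 57.5 uM final), then substrate plus GAPDH/TPI/NAD/arsenate coupling and diaphorase/resazurin added. Fluorescence read after 20 min at RT, 525/598 nm.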
# Shiga inhibitor – A qHTS for Small Molecule Inhibitors of Shiga Toxin; Vero cells, Shiga toxin protein synthesis inhibition reporter; inhibition, % at 38.7 µM; 290,000 compounds, 9.2% hits; in the data active = inhibition mostly above about 28%, no sharp cut-off; inactive = mostly below about 43%; also: 0% is about no effect
# Sm TGR inh – qHTS Assay for the Inhibitors of Schistosoma Mansoni Peroxiredoxins | Schistosoma mansoni thioredoxin glutathione reductase (TGR), Q962Y6 | purified TGR, DTNB reduction, TNB absorbance 405 nm | Potency, µM (doses to about 114 µM), inactives show at the highest dose activity change, negative = inhibition, actives largely listed as inhibitors | 360,000 compounds, 3% hits | AID 485364, 2010; also: potency is read from the fitted curve at half-maximal effect; % is scaled to controls: 0 for no effect and ±100 for the full control effect; nearly all actives have a fitted effect of over 60% in size
#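 First, TGR (20 nM dispensed) and NADPH were mixed with compound. Second, a 15 min room-temperature incubation followed. Third, further NADPH and then DTNB were added to start the reaction. Finally, TNB absorbance was monitored kinetically.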
# Pf growth 96h – Primary qHTS for delayed death inhibitors of the malarial parasite plastid, 96 hour incubation; P. falciparum luciferase reporter growth, 96 h; Potency, µM (series often up to 28.7 µM), inactives show at the top dose activity change, negative = inhibition, most hits filed as inhibitors; 320,000 compounds, 6.9% hits; also: potency is read from the fitted curve at half-maximal effect; % is scaled to controls: 0 for no effect and ±100 for the full control effect
#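 Readout is luminescence from an integrated firefly luciferase in P. falciparum. Red cells, 2% hematocrit and 0.05% parasitemia final, were cultured with compound through two parasite generations (96 hours) at 37 C, 5% CO2.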
# Cycloheximide cs – Cycloheximide Counterscreen for Small Molecule Inhibitors of Shiga Toxin | 300,000 compounds, 12% hits | max response, % | cell reporter, cycloheximide protein synthesis inhibition counterscreen; in the data active = max response mostly above about 13%, no sharp cut-off; inactive = mostly below about 14%; also: read at 38.3 µM for the half of the compounds with a filed dose; 0% is about no effect
# An asterisk follows results filed as active; i = inactive; ? = inconclusive; / = no result given; [ ] = remark or other dose. Unless noted, calls follow the shape of the dose curve; as a rule, active = well fitted curve in the direction sought with a large enough effect; inconclusive = small, poorly fitted or top-dose-only effect, or another doubt; inactive = no such curve, though single readings can be large; an effect the other way counts as inactive or inconclusive.
SMILES,Pf growth 48h,Giardia FBPA inh,Shiga inhibitor,Sm TGR inh,Pf growth 96h,Cycloheximide cs
C/C(=N/NS(=O)(=O)c1ccc(Cl)cc1)c1cccc(NC(=O)c2ccc(Cl)cc2Cl)c1,?,3%,84*,19%,-3%,33*
CCOC(=O)c1cn(Cc2ccc(Br)cc2)nn1,8%,6%,-1,-2%,16%,-2
Cc1nn(Cc2ccccc2)c(Cl)c1C(=O)NCc1ccc(C)n1C,?,-21%,19,?,-17%,-5
CCCCc1ccc(/C=C2\C(=O)ON=C2c2ccccc2)s1,-8%,9%,-11,2%,10%,-3
COc1cccc(CN(C)c2nc(-c3cccs3)nc3ccccc23)c1,?,-3%,-3,4%,0%,-2
CCN1CCN(C(=S)c2ccc(OCC(=O)NCc3ccccc3)cc2)CC1,-6%,?,-17,-9%,14%,-4
CCN1CCN(c2nc(Nc3cc(OC)ccc3OC)nc(Nc3cc(OC)ccc3OC)n2)CC1,9.3µM*,9%,18,9%,237%[activator],-2
CCOc1ccc2nc(SCC(=O)c3cccs3)sc2c1,193%[activator],-16%,139*,-4%,/,42*
O=C(COC(=O)Cn1cnc2ccccc21)NCc1ccc(F)cc1,31%[activator],2%,-15,5%,27%,-4
COc1cccc(/C=C2\SC(=S)N(C(C)C(=O)NC3C=CS(=O)(=O)C3)C2=O)c1 (stereo unspecified),30%,0%,12,0%,24%,23
Cc1ccc(C)c(-c2csc(NC(=O)C3=COCCO3)n2)c1,3%,/,/,0%,?,/
COc1ccccc1C(=O)NC(CCSC)C(=O)NC1CCCCCC1 (stereo unspecified),0%,2%,-14,2%,?,5
O=C(O)c1ccccc1NC(=O)C(Cc1ccccc1)N1C(=O)c2ccccc2C1=O (stereo unspecified),13%,-28%,9,-6%,?,4
Cc1ccc(CNC(=O)CN(c2ccc(C(C)C)cc2)S(=O)(=O)c2c(C)noc2C)cc1,-8%,/,-3,-7%,10µM*,1
CC(=O)N1CCN(c2ccc(NC(=O)/C=C/c3ccccc3)cc2)CC1,?,17%,49,1%,-1%,-1
COC(=O)[C@]12OC[C@]34C([C@@H](O)[C@@H]1O)[C@]1(C)CC(=O)C(O)=C(C)[C@@H]1C[C@H]3OC(=O)[C@H](O)[C@@H]24 (stereo partly specified),1µM*,1%,-12,6%,1µM*,-12
COc1ccc(CC(C)Nc2ccccc2F)cc1 (stereo unspecified),15%,-16%,-8,-12%,-13%,-3
C=C(C)CSc1nnc([C@@H](N)Cc2ccccc2)o1,10%,-1%,30,4%,?,18*
COc1ccc(-n2c(-c3ccccc3)nc3ccccc3c2=O)cc1,4%,3%,19,9%,5%,-1
Cn1cc(/C=N/NC(=O)COc2ccccc2[N+](=O)[O-])c2ccccc21,172%[activator],-7%,39,-17%,105%[activator],6

# Molecules listed so far that contain sulfur (10):
SMILES,Pf growth 48h,Giardia FBPA inh,Shiga inhibitor,Sm TGR inh,Pf growth 96h,Cycloheximide cs
C/C(=N/NS(=O)(=O)c1ccc(Cl)cc1)c1cccc(NC(=O)c2ccc(Cl)cc2Cl)c1,?,3%,84*,19%,-3%,33*
CCCCc1ccc(/C=C2\C(=O)ON=C2c2ccccc2)s1,-8%,9%,-11,2%,10%,-3
COc1cccc(CN(C)c2nc(-c3cccs3)nc3ccccc23)c1,?,-3%,-3,4%,0%,-2
CCN1CCN(C(=S)c2ccc(OCC(=O)NCc3ccccc3)cc2)CC1,-6%,?,-17,-9%,14%,-4
CCOc1ccc2nc(SCC(=O)c3cccs3)sc2c1,193%[activator],-16%,139*,-4%,/,42*
COc1cccc(/C=C2\SC(=S)N(C(C)C(=O)NC3C=CS(=O)(=O)C3)C2=O)c1 (stereo unspecified),30%,0%,12,0%,24%,23
Cc1ccc(C)c(-c2csc(NC(=O)C3=COCCO3)n2)c1,3%,/,/,0%,?,/
COc1ccccc1C(=O)NC(CCSC)C(=O)NC1CCCCCC1 (stereo unspecified),0%,2%,-14,2%,?,5
Cc1ccc(CNC(=O)CN(c2ccc(C(C)C)cc2)S(=O)(=O)c2c(C)noc2C)cc1,-8%,/,-3,-7%,10µM*,1
C=C(C)CSc1nnc([C@@H](N)Cc2ccccc2)o1,10%,-1%,30,4%,?,18*

# Next part
SMILES,Pf growth 48h,Giardia FBPA inh,Shiga inhibitor,Sm TGR inh,Pf growth 96h,Cycloheximide cs
Oc1ccc2cc(Br)ccc2c1CN1CCCC1,?,-10%,-6,32µM*,4.7µM*,-1
COCCCn1c(SCC(=O)Nc2ccc(NC(=O)c3ccco3)c(OC)c2)nc2ccccc2c1=O,?,-1%,11,40µM*,-19%,-1
COC(=O)C1=C(C)N=C2SCCC(=O)N2C1c1cc(Br)ccc1OC (stereo unspecified),?,3%,-24,-3%,49%[activator],-6
CC1CCCC(C)N1C(=O)CNCc1ccc2c(c1)OCO2 (stereo unspecified),22%,-19%,-4,2%,-12%,0
Cc1ccc(NC2=C(Cl)C(=O)OC2OC(C)C)cc1 (stereo unspecified),2%,4%,-10,2%,13µM*,7
Cc1ccc(Cl)cc1NC(=O)C(=O)N/N=C/c1ccc2c(c1)OCO2,6%,/,-11,-3%,?,-3
O=C(c1cc(COc2ccc(F)cc2Cl)on1)N1CCCCCC1,55%[activator],/,89*,11%,1%,53*
CC1CCC/C=C/C(=O)c2c(O)cc(O)cc2CC(=O)O1 (stereo unspecified),?,?,-12,7.9µM*,19%,-5
COC(=O)C1=C(c2ccccc2OCc2ccccc2)C[C@@H]2CC[C@H]1N2C(=O)NCCc1ccc(F)cc1,10µM*,/,/,1%,?,/
C/C=C(/CC[C@@H](C)[C@H]1CCC2C3=CC[C@H]4[C@H](C)[C@@H](O)CC[C@]4(C)C3CC[C@@]21C)C(C)C (stereo partly specified),/,6%,7,/,/,-2
CCCCCN(C(=O)CCC(=O)OCC(=O)N1CCCC(C)C1)c1c(N)n(CCCC)c(=O)[nH]c1=O (stereo unspecified),-4%,/,31,-29%,30%[activator],-1
CC1(C)NC(=O)N(CC(O)CN2C(=O)CCC2=O)C1=O (stereo unspecified),13%,7%,-22,6%,122%[activator],-9
O=c1[nH]c(Cc2ccc(F)cc2)nc2scc(-c3ccc(F)cc3)c12,-2%,2%,28,0%,?,17*
CCCn1c(N)c(N2CCCCC2)c(=O)n(CC(=O)Nc2ccc(OC(F)(F)F)cc2)c1=O,22%,8%,-12,2%,58%[activator],-1
Nc1cc(N)nc(SCCOc2ccccc2F)n1,76%[activator],2%,121*,-9%,9%,70*
S=C1NC2=C(CCCC2=C2SCCCS2)C(c2ccccc2)N1 (stereo unspecified),?,4%,2,?,?,6
COc1ccc(N(C)C(=O)c2cc3c(s2)-c2ccc(Cl)cc2S(=O)(=O)C3)c(OC)c1,?,-7%,-9,-6%,13µM*,9
COc1cccc(NS(=O)(=O)c2c(C)n(C)c(=O)n(C)c2=O)c1,42%[activator],0%,-2,-7%,4%,-3
COc1ccc(Cc2nc3ccc(C(=O)NCC4CCOCC4)cc3o2)cc1OC,-17%,/,37,?,?,24*
CCc1ccc(-n2c(=S)sc3c(=O)n(-c4ccccc4OC)c(=S)[nH]c32)cc1,0%,-10%,31,1%,?,3
O=C(Nc1ccccc1)c1cc2ccccc2o1,308%[activator],-22%,45*,1%,159%[activator],26
Cc1cccc(NC(=O)CSc2n[nH]c(-c3ccncc3)n2)c1C,-1%,22µM*,10,-10%,50%[activator],-3
COc1ccccc1C(=O)C1CCCN(C(=O)C2=CC(=O)CC(C)(C)O2)C1 (stereo unspecified),?,2%,-7,-3%,0%,-2
O=C(NCc1ccco1)C(=O)NCC1OCCCN1S(=O)(=O)c1ccc(F)cc1 (stereo unspecified),3%,1%,3,-12%,4%,14
CC1CN(C(C)C)C(C)CC1OC(=O)c1ccccc1 (stereo unspecified),-9%,?,-15,-2%,-3%,-4
CCc1c(O)nc(SCC(=O)Nc2ccccc2OC)n(-c2ccccc2C)c1=O,?,/,-5,5%,?,5
O=C(NCc1ccc(Cl)cc1)NCC(F)(F)F,0%,0%,2,-11%,-1%,-4
CN(C)c1ncc(S(=O)(=O)c2ccc(Cl)cc2)c(-c2ccccc2)n1,?,-3%,17,13%,?,-3
O=C1NC(Cc2c[nH]c3ccccc23)C(=O)N1CCOc1ccccc1 (stereo unspecified),-6%,1%,-2,-21%,?,-2
O=C1C[C@H]2CCCCC(=O)N3CC[C@@H](C1)[C@@H]23,/,-3%[136 µM],i,/,/,-5
Cc1ccccc1C(=O)Nc1ccc(C(=O)NNC(=O)CCCOc2ccc(Cl)cc2Cl)cc1,-4%,3%,-8,6%,32%[activator],-2
CCC(=O)c1ccc(OCC(O)Cn2nc(C)c(Br)c2C)cc1 (stereo unspecified),1%,12%,/,-9%,5%,-3
CCCc1cc(=O)[nH]c(SCc2csc(-c3ccccc3)n2)n1,29%,-1%,4,-12%,41%[activator],14
O=C(Cn1c(=O)oc2cc(S(=O)(=O)N3CCCCCC3)ccc21)NC1CCCCCCC1,/,4%,-8,0%,12µM*,-6
CC(NC(=O)NC12CC3CC(CC(C3)C1)C2)C1CCCO1 (stereo unspecified),?,-1%,-3,-12%,-13%,8
Nc1nc(SCC(=O)NCC2CCCO2)[nH]c(=O)c1NC(=O)c1ccco1 (stereo unspecified),16%,?,-4,8%,50%[activator],-1
CCOC(=O)c1cccc(N2C(=O)C3C(C(=O)NC4CC4)C4(C)C=CC3(O4)C2C(=O)NC(C)(C)C)c1 (stereo unspecified),/,11%,-14,8%,/,-1
CCCCC(=O)N/N=C(\C)CC(=O)Nc1cc(Cl)ccc1OC,?,-7%,2,-24%,124%[activator],-1
CC1CCCCC1NC(=O)c1ccc(S(=O)(=O)NNC(=O)c2ccncc2)cc1 (stereo unspecified),2.1µM*,-10%,-11,-21%,-11%,-1

# Among those listed so far, 2 contain a CF3 group.
SMILES,Pf growth 48h,Giardia FBPA inh,Shiga inhibitor,Sm TGR inh,Pf growth 96h,Cycloheximide cs
CCCn1c(N)c(N2CCCCC2)c(=O)n(CC(=O)Nc2ccc(OC(F)(F)F)cc2)c1=O,22%,8%,-12,2%,58%[activator],-1
O=C(NCc1ccc(Cl)cc1)NCC(F)(F)F,0%,0%,2,-11%,-1%,-4

# Bioassay records from PubChem BioAssay.

# Outcome played no part in choosing rows; overall some 24% were active at least once.
